High-throughput results deposited in PubChem BioAssay by Sanford-Burnham Center for Chemical Genomics.
SENP7 inh = SENP7 protease inhibitors, primary screen, biochemical, luminescence, uHTS; Sentrin-specific protease 7 (Homo sapiens), Q9BQF6; recombinant SENP7, Z-RLRGG-aminoluciferin luminescence, 40 min; inhibition, % at 5 µM; hit rate 1.5% among 330,000; AID 434973, 2010;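 active = inhibition above about 50% at the single test dose, limit read from the data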;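 note: plate controls were DMSO with enzyme for no effect and no enzyme buffer wells for full effect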
Target sequence (Q9BQF6 706-1050 limits assumed): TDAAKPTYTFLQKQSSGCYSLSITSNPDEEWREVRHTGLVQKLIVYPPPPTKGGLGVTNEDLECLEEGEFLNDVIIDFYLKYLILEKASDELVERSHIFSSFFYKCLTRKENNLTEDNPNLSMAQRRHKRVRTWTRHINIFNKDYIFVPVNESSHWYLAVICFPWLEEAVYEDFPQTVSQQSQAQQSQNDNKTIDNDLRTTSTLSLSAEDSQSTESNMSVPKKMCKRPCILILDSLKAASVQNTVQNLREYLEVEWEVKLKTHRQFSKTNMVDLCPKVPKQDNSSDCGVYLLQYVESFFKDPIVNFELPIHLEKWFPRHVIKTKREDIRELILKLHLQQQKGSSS
Apaf1 inhib = inhibitors of human Apaf-1 apoptosome, primary screen, biochemical, DEVD-Rh110 fluorescence, uHTS | Apoptotic protease-activating factor 1 (Homo sapiens), O14727 | reconstituted apoptosome caspase-3 activity | inhibition, % at 20 µM | hit rate 0.71% among 330,000 | AID 489030, 2010; active = inhibition of at least 40% at 20 µM;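 note: plate controls were DMSO wells for no effect and DEVD-CHO caspase inhibitor wells for full effect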
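System: reconstituted apoptosome with Apaf-1, cytochrome c, caspase-9, procaspase-3, dATP; Signal: Rh110 fluorescence intensity; Schedule: 30 min compound preincubation, 50 min activation, room temperature; Reagent: cytochrome c trigger plus (Z-DEVD)2-Rh110 caspase-3 substrate.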
SENP1 FRET inh = human SENP1 catalytic domain inhibitors, primary screen, biochemical, FRET, uHTS; inhibition, % at 10 µM; hit rate 0.21% among 360,000; recombinant SENP1 catalytic domain, CyPet-SUMO1-YPet FRET cleavage; AID 624204, 2012; Sentrin-specific protease 1 (Homo sapiens), Q9P0U3;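 active = inhibition at least 30% at 10 µM, raw YFP signal under a set limit, fluorescence ratio 0.5 to 1.5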;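 note: 0% = enzyme with DMSO and 100% = no enzyme wells; some results filed as inactive read as strong as hits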
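Compound: 10 µM single point, 0.5% DMSO; Test system: hSENP1 catalytic domain, recombinant; Timing: 50 min reaction at room temperature; Technique: FRET, CFP and YFP emission; Control set: no-enzyme wells low, DMSO-plus-enzyme wells high control.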
HKDC1 inhibitor = HKDC1 hexokinase inhibitors, primary screen, biochemical, fluorescence, uHTS; hit rate 0.16% among 340,000; recombinant HKDC1, G6PDH/diaphorase resazurin coupled fluorescence; inhibition, % at 20 µM;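 active = inhibition above about 35% when tested at 20 µM, limit read from the data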;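 note: plate controls were DMSO wells with enzyme for no effect and DMSO wells lacking enzyme for full effect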
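Assay system: in-house recombinant HK5 (HKDC1) enzyme. Input: HKDC1 at 5 µg/mL. Medium: Tris pH 8.0 buffer with MgCl2, Tween-20, BSA, BME. Dosing: single 20 µM dose. Schedule: 90 min reaction incubation at room temperature, dark. Signal: resazurin-to-resorufin fluorescence via G6PDH and diaphorase coupling, 525/613 nm. Controls: DMSO-enzyme wells negative, buffer-substituted wells positive.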
SENP8 block-1 = SENP8 protease inhibitors, primary screen, biochemical, luminescence. Sentrin-specific protease 8 (Homo sapiens), Q96LD8. purified SENP8, Z-RLRGG-aminoluciferin cleavage. inhibition, % at 10 µM. hit rate 1.2% among 330,000. AID 2540, 2010; in the data active = inhibition above about 50%
Target sequence (Q96LD8 whole entry, looked up): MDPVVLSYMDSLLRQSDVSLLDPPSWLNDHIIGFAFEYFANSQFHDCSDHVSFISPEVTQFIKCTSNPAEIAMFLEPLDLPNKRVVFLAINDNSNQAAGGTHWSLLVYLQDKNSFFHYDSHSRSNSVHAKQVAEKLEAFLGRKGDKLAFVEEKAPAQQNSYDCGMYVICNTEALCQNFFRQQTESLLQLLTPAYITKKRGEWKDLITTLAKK
SENP8 block-2 = human SENP8 protease inhibitors, primary screen, biochemical, fluorescence, Nedd8 protein substrate, uHTS; Sentrin-specific protease 8 (Homo sapiens), Q96LD8; recombinant SENP8; inhibition, % at 20 µM; hit rate 0.64% among 360,000; AID 602440, 2012; in the data active = inhibition mostly above about 40%, no sharp cut-off; inactive = mostly below about 27%
SENP6 inh = SENP6 protease inhibitors, primary screen, biochemical, luminescence, uHTS; Sentrin-specific protease 6 (Homo sapiens), Q9GZR1; Recombinant SENP6 catalytic domain, aminoluciferin luminescence; hit rate 1.8% among 330,000; inhibition, % at 10 µM;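 active = inhibition above about 50% at the single tested dose, limit read from the data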;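 note: plate controls were DMSO wells with enzyme for no effect and DMSO wells lacking enzyme for full effect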
Target sequence (Q9GZR1 628-1112 limits assumed): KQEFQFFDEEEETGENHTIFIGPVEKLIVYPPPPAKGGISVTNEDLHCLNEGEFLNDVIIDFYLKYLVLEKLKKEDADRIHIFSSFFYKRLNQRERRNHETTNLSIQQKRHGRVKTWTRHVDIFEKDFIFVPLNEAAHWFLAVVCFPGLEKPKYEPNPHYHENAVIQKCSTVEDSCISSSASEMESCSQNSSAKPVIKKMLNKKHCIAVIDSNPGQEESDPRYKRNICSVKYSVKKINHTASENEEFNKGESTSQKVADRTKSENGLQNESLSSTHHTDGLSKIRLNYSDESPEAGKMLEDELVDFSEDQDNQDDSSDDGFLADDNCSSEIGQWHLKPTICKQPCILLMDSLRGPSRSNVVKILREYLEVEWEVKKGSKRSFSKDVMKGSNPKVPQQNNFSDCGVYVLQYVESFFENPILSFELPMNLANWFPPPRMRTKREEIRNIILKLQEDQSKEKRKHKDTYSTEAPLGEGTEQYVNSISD
PfG6PD inh = PfG6PD enzyme inhibitors, primary screen, biochemical, fluorescence intensity, uHTS; PfGluPho enzyme, NADPH resazurin-diaphorase fluorescence; inhibition, % at 20 µM; hit rate 0.78% among 350,000;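 active = inhibition reaching at least a set limit at 20 µM in the primary screen, cut at about 59% in these data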;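 note: 0% = DMSO wells with substrate and 100% = DMSO wells lacking glucose-6-phosphate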
Active calls of the source: *; nt = no result given.

Screens by letter: A = SENP7 inh; B = Apaf1 inhib; C = SENP1 FRET inh; D = HKDC1 inhibitor; E = SENP8 block-1; F = SENP8 block-2; G = SENP6 inh; H = PfG6PD inh
> COc1cccc(NC(=O)COC(=O)c2ccccc2SCC(=O)N2CCCC2)c1
  A = -1	B = 13	C = 1	D = -1	E = -3	F = -23	G = -17	H = -8
> CC(C(=O)Nc1nnc(C2CC2)s1)N1C(=O)C2CC=CCC2C1=O (stereo not drawn)
  A = -6	B = 9	C = -6	D = 0	E = -3	F = -5	G = 2	H = 8
> COc1cccc(C(=O)Nc2ccc(C(=O)NCC(C)C)cc2)c1
  A = 3	B = -4	C = 1	D = -7	E = -2	F = 7	G = -17	H = 12
> O=c1[nH]c(=O)c2nnc(N/N=C/c3ccccc3F)nc2[nH]1
  A = -5	B = -18	C = 1	D = 1	E = -1	F = 15	G = -20	H = 12
> O=C(COC(=O)c1cccc(O)c1)Nc1ccc(OC(F)F)cc1
  A = -1	B = -23	C = -1	D = 0	E = 5	F = 20	G = -11	H = 26
> COc1ccc(CCN(Cc2ccccn2)C(=S)Nc2ccccc2C)cc1OC
  A = 1	B = -7	C = 0	D = -7	E = 5	F = 12	G = 6	H = 5
> COc1ccc(N2CCN(C(=O)c3cccc(NS(=O)(=O)c4cccc(F)c4)c3)CC2)cc1
  A = -7	B = 1	C = -1	D = 1	E = 8	F = 12	G = 2	H = -19
> C=CCNc1nc(-c2ccc([N+](=O)[O-])cc2)cs1
  A = 8	B = 0	C = 50*	D = 3	E = 0	F = 20	G = 15	H = 1
> O=C(OCC(=O)N1CCCC1)c1cncc(Br)c1
  A = -13	B = 5	C = 0	D = -3	E = -5	F = -16	G = -26	H = -8
> Cc1oc(-c2cccc(F)c2)nc1CN1CCCCC1CCn1cccn1 (stereo not drawn)
  A = 7	B = 16	C = -9	D = -4	E = 4	F = 3	G = -5	H = 11
> O=C1C=C(Nc2ccccc2O)c2ccccc2C1=O
  A = 1	B = 96*	C = 30*	D = 24	E = 77*	F = -173	G = 88*	H = -5
> CCOC(=O)C(C)Sc1nnc(NC(=O)c2cccc([N+](=O)[O-])c2C)s1 (stereo not drawn)
  A = 2	B = 3	C = 1	D = -8	E = 1	F = 16	G = -2	H = 10
> COc1cc(C(=O)NCCN2CCCC2)cc(OC)c1OC
  A = -3	B = -13	C = 3	D = -7	E = -2	F = 19	G = -2	H = 3
> Cc1ccc2cc(C#N)c(N3CCN(C)CC3)nc2c1
  A = -2	B = 0	C = -12	D = -9	E = -3	F = -304	G = 17	H = -11
> CCS(=O)(=O)n1nc(-c2ccc(OC)cc2)nc1N
  A = -4	B = 9	C = 1	D = -5	E = 0	F = 5	G = -7	H = -7
> N/C(Cc1ccc(Cl)cc1Cl)=N\OC(=O)c1ccccc1
  A = -2	B = -18	C = 2	D = -10	E = -4	F = 10	G = -5	H = 20
> Nc1c(C(=O)N2CCCC2)sc2nc(-c3ccccc3)ccc12
  A = 6	B = -1	C = -37	D = -1	E = 6	F = -441	G = 13	H = 21
> CCn1c(SCC(=O)OC)nnc1-c1ccncc1
  A = -7	B = 6	C = 0	D = -4	E = -4	F = 12	G = -11	H = 3
> Cc1cccc(N2C(=O)C3C4C=CC(C4)C3C2=O)c1 (stereo not drawn)
  A = 3	B = -14	C = 0	D = -8	E = 9	F = 12	G = 6	H = -14
> CN1C(=O)CSc2ccc(NC(=O)NCc3ccc(F)cc3)cc21
  A = 5	B = -8	C = 3	D = -4	E = -5	F = 17	G = -6	H = -6
> COC1=C(C)C(=O)C2=C(C1=O)C1C3CC4=C(C(=O)C(OC)=C(C)C4=O)C(CNC(=O)C(C)=O)N3C(C#N)C(C2)N1C (stereo not drawn)
  A = nt	B = nt	C = 3	D = 60*	E = nt	F = 55*	G = nt	H = 120*
> COc1ccc(-n2cc(-c3ccccc3)c3c(N4CCOCC4)ncnc32)cc1
  A = 5	B = 7	C = 2	D = 0	E = -2	F = -338	G = 5	H = 11
> CCOCCCN(C(=O)Cn1nnc(-c2ccc(OC)c(OC)c2)n1)C(CC)C(=O)NC1CCCC1 (stereo not drawn)
  A = -15	B = 4	C = 2	D = 5	E = -13	F = 11	G = -14	H = -4
> COc1cccc(-c2nnc(-c3ccccc3[N+](=O)[O-])o2)c1
  A = 50*	B = -14	C = 0	D = -3	E = 25	F = 13	G = 31	H = 1
> CC1CCCCN1C(=S)NC(=O)c1ccccc1 (stereo not drawn)
  A = -5	B = -6	C = 1	D = -2	E = 7	F = 9	G = -18	H = -3
> Nc1nnc(-c2ccc(Cl)c([N+](=O)[O-])c2)s1
  A = -9	B = -3	C = -1	D = 11	E = -12	F = 6	G = -5	H = -2
> COc1cc(F)c(C(=O)NC(C)(C)CO)cc1OC
  A = 0	B = 7	C = 1	D = -5	E = 8	F = 21	G = 2	H = -3
> O=C(NCc1cc(F)ccc1F)C1CCC(=O)N(C2CCCCCC2)C1 (stereo not drawn)
  A = -2	B = -6	C = -1	D = 2	E = -7	F = 2	G = -4	H = -2
> CCC(=O)Nc1c(C#N)c2nc3ccccc3nc2n1-c1ccc(C)cc1
  A = nt	B = nt	C = -34	D = 18	E = nt	F = -438	G = nt	H = 12
> CN1CCN(Cc2cc(COCc3ccccc3)c3cccnc3c2O)CC1
  A = -5	B = 5	C = -6	D = -10	E = -4	F = 14	G = -5	H = -22
> C=Cn1nc(C)c2ccccc2c1=O
  A = -7	B = -3	C = -2	D = -3	E = -6	F = -42	G = -15	H = -9
> O=S(=O)(Nc1ccccc1)c1ccc2c(c1)CCO2
  A = -3	B = -5	C = 2	D = -2	E = -5	F = 24	G = -8	H = -11
> CCC(C)COC(c1ccccc1)(c1ccccc1)C(Oc1nc(C)cc(C)n1)C(=O)O (stereo not drawn)
  A = 5	B = 6	C = -1	D = -1	E = 1	F = 18	G = 12	H = -12
> CCN(CC)S(=O)(=O)c1ccc(NN=C2CCN(C(C)C)CC2)c([N+](=O)[O-])c1
  A = -1	B = -13	C = 0	D = -3	E = 0	F = 20	G = -14	H = 13
> C/C=C/c1ccc(OCC(=O)Nc2ccncc2)c(OC)c1
  A = -1	B = 4	C = 1	D = 2	E = 5	F = 16	G = -3	H = 5
> CCCc1[nH]nc2c1C(c1ccc(OC(=O)N3CCOCC3)c(OC)c1)C(C#N)=C(N)O2 (stereo not drawn)
  A = -1	B = -1	C = -3	D = 0	E = 0	F = -3	G = -5	H = -1
> CCOc1ccccc1-n1c(SCC(N)=O)nc2ccccc2c1=O
  A = 15	B = -6	C = -1	D = -7	E = -8	F = 5	G = -4	H = -2
> O=C(c1ccc(Cl)c(S(=O)(=O)NCc2ccccc2)c1)N1CCN(c2ccccn2)CC1
  A = -1	B = -13	C = 2	D = -9	E = 4	F = 15	G = 1	H = -6
> O=C1CN(C(=O)C2CCC(=O)N(CCc3ccc(Cl)cc3)C2)CCN1 (stereo not drawn)
  A = 7	B = 11	C = 0	D = -8	E = -1	F = 3	G = -1	H = -7
> CN(C)CC/C=C1\c2ccccc2Sc2ccc(Cl)cc21
  A = -13	B = 49*	C = 0	D = -2	E = -5	F = -1	G = -14	H = 18
> O=C(Nc1ccc(Sc2ccc(Br)cc2)cc1)c1ccco1
  A = 2	B = 7	C = -2	D = -1	E = -4	F = -1	G = -15	H = 12
> Cc1nnc(SCC(=O)NCc2ccccc2Cl)n(N)c1=O
  A = -1	B = -5	C = 2	D = -8	E = 2	F = 13	G = 3	H = 9
> CSc1ccccc1NC(=O)CN(C)CC(=O)c1[nH]c(C)c(C(C)=O)c1C
  A = -6	B = 5	C = 5	D = -10	E = -14	F = -5	G = 0	H = 23
> Cn1c(COc2ccc(F)cc2)nnc1SCC(=O)NC1CC1
  A = -9	B = 9	C = 1	D = -8	E = -3	F = -2	G = 2	H = 8
> C/C(=N\NC(=O)c1cc2ccccc2cc1O)c1ccc(C)o1
  A = 63*	B = 5	C = 23	D = -4	E = 68*	F = -229	G = 84*	H = -1
> Cc1cc(C)c(C)c(S(=O)(=O)NCC(=O)O)c1C
  A = 3	B = -4	C = 0	D = -2	E = 5	F = 12	G = -6	H = -9
> COc1ccccc1Nc1nc2nonc2nc1N1CCC(C)CC1
  A = 0	B = 3	C = -8	D = 7	E = -3	F = 15	G = -6	H = -13
> O=C(Nc1cccc2ccccc12)c1ccc(Br)o1
  A = nt	B = nt	C = -2	D = -2	E = nt	F = 15	G = nt	H = 4
> CCC1Nc2ncnc(N3CCOCC3)c2N(Cc2ccccc2)C1=O (stereo not drawn)
  A = -11	B = 4	C = -3	D = 1	E = -8	F = -10	G = -1	H = 15
> CC(C)[C@H](NC(=O)Nc1cccc(Br)c1)C(=O)O
  A = -7	B = -1	C = 1	D = -9	E = -1	F = 10	G = -3	H = -13

Continuation.
Screens by letter: A = SENP7 inh; B = Apaf1 inhib; C = SENP1 FRET inh; D = HKDC1 inhibitor; E = SENP8 block-1; F = SENP8 block-2; G = SENP6 inh; H = PfG6PD inh
> CCOc1ccc(N2C(=O)c3cccnc3C2Nc2ccc(OC)cc2)cc1 (stereo not drawn)
  A = 3	B = -15	C = 4	D = -11	E = -3	F = 20	G = 7	H = 0
> O=S1(=O)CCOC[C@H](CC2CCCCC2)N1Cc1cccc(F)c1
  A = 2	B = 24	C = 0	D = 7	E = -1	F = 16	G = -4	H = -5
> Nc1n[nH]c(C2CCCCC2)n1
  A = 10	B = 1	C = 1	D = -4	E = 4	F = 3	G = 16	H = 3
> Cc1nc2ccc(C(=O)c3ccccc3)cc2[nH]1
  A = 10	B = 5	C = -2	D = 1	E = -9	F = 5	G = -21	H = -7
> O=C(Nc1ccc(O)cc1)c1ccc2c(c1)C(=O)N(N1C(=O)c3ccccc3C1=O)C2=O
  A = 14	B = -9	C = 4	D = -1	E = -6	F = 4	G = -8	H = -10
> O=[N+]([O-])c1cccc(COc2cccc(CO)c2)c1
  A = nt	B = nt	C = 0	D = -7	E = nt	F = 2	G = nt	H = 20
> CCOc1ccc(Cn2nnc(C(=O)Nc3cc(OC)cc(OC)c3)c2N)cc1
  A = -5	B = -3	C = -1	D = 3	E = 4	F = -28	G = 9	H = -2
> CC(C)(C)c1ccc(C(=O)N2CCC(C(=O)NCCC3=CCCCC3)CC2)cc1
  A = 12	B = -6	C = 1	D = -2	E = -2	F = 12	G = -7	H = 0
> CCOC(=O)C1(Cc2ccccc2)CCN(Cc2cccc3c2OCO3)CC1
  A = 10	B = 6	C = 2	D = -4	E = 2	F = 12	G = -13	H = 15
> Cn1c(SCC(=O)c2ccc(F)cc2)nnc1-c1cccnc1
  A = 3	B = -16	C = 1	D = -5	E = 1	F = -3	G = -1	H = -2
> Cc1nnc(NC(=O)C(C)Sc2nncn2C)s1 (stereo not drawn)
  A = -2	B = -4	C = -2	D = -6	E = 1	F = 14	G = -6	H = 0

As entered above.
In SENP6 inh, `Nc1n[nH]c(C2CCCCC2)n1` is listed with 16
In HKDC1 inhibitor, `O=[N+]([O-])c1cccc(COc2cccc(CO)c2)c1` is listed with -7
In Apaf1 inhib, `Cc1nc2ccc(C(=O)c3ccccc3)cc2[nH]1` is listed with 5
